RAD54 branch = RAD54 (human) branch migration inhibition. Q92698. RAD54 Holliday junction branch migration, FAM/BHQ fluorescence. inhibition, % at 10.4 µM. hit rate 0.14% among 360,000. AID 602329;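 active means mean normalized replicate activity at least 40 and at least half of replicates scoring 40 or more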;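 further: 0% = median of neutral control wells and 100% = median of positive control wells; inhibitors cause a drop in the FAM fluorescence signal; in these data hits start at about 50%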
Target sequence (Q92698 whole entry, looked up): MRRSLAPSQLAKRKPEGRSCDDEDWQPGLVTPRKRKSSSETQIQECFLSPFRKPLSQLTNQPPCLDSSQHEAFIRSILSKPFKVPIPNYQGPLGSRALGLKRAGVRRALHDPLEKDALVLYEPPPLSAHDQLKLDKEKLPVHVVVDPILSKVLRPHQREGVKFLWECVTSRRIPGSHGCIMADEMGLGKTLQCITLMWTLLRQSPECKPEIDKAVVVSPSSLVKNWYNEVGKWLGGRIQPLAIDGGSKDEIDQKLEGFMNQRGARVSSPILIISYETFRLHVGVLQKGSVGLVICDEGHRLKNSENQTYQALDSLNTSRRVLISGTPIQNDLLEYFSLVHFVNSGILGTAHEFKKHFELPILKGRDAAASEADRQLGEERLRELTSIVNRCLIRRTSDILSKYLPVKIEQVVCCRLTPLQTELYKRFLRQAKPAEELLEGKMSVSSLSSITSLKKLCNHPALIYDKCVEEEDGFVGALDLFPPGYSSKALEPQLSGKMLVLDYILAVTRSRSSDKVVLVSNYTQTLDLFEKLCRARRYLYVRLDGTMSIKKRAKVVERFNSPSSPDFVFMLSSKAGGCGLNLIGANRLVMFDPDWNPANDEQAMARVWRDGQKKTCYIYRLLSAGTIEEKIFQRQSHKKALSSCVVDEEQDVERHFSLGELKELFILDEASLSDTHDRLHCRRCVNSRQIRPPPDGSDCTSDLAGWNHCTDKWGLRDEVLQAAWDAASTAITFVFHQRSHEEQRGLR
esBAF inh = inhibitors of esBAF chromatin remodeling in mouse ES cells. reporter increase, % at 12.5 µM. Bmi1-luciferase knock-in reporter, 24 h; 100% = twice the neutral-well signal. AID 602393. hit rate 2% among 350,000; in the data active means activation above about 40%;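 further: 0% = median of the plate's neutral control wells and 100% = double that signal; a rise in the Bmi1 reporter signal indicates esBAF inhibition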
ARNT-TACC3 inh = disruptors of human ARNT/TACC3 interaction; Q9Y6A5; AlphaScreen His-ARNT PAS-B/GST-TACC3 binding, luminescence; TACC3 fragment carries E629A point mutation; inhibition, % at 9.99 µM; hit rate 0.66% among 390,000; AID 623870;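 active means mean inhibition of replicates at least 50% and at least half of replicates each reaching 50%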;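 further: 0% = complete ARNT plus TACC3 wells and 100% = ARNT alone without TACC3; many hits fall short of the cut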
An asterisk follows results filed as active; & = joins results of further samples. Only part of the results is shown. The share of hits here may be higher or lower than overall.

SMILES	RAD54 branch	esBAF inh	ARNT-TACC3 inh
C=CCn1c(SCC(=O)NCc2ccccc2)nnc1-c1cc(Br)ccc1O	-2	-5	-1
COc1ccc(OC)c(NC(=O)CSc2nnc(CNC(=O)c3ccco3)o2)c1	-14	-8	1
CCNS(=O)(=O)c1ccc(CCC(=O)Nc2cc(Cl)ccc2Oc2ccccc2)cc1	4	-4	-19
CC(C)(C)C(=O)[C@@H]1[C@@H]2C(=O)N(C3CCCCC3)C(=O)[C@@H]2[C@H]2c3ccccc3C=CN12	-3	-2	12
O=C(CSc1nnc(NC(=O)c2ccco2)s1)NC1CCCCC1	-10	25	-8
Cc1nc(-c2ccccc2)cs1	3	12	0
Cc1ccc(CNC(=O)CCS(=O)(=O)c2cc(Br)cc3c2N(C(=O)C2CC2)CC3)o1	-6	4	1
O=C(CSCc1ccccc1)N1CCc2ccccc21	-7	32	-12
O=c1oc(-c2cccnc2)nc2ccccc12	0	1	2
CCN(CCCNC(=O)C1CCN(S(=O)(=O)c2cnc[nH]2)CC1)c1cccc(C)c1	-6	-12	14
C=CCc1cc(OC)ccc1OCCON1C(=O)CCC1=O	-4	2	-8
O=C(CN1C(=O)c2cccc3cccc1c23)NCc1ccccn1	1	6	0
Cc1nc(SCC(=O)NCc2ccco2)c2oc3ccccc3c2n1	-5	7	-2
COc1cccc(NC(=O)c2ccc(-n3cccn3)nc2)c1	1	11	-1
COc1ccc(NC(=O)C2C3C=CC4(CN(Cc5cccnc5)C(=O)C24)O3)c(OC)c1 (stereo unspecified)	-3	-6	11
CN(C)S(=O)(=O)c1cccc(C(=O)OCC(=O)NCc2ccccc2)c1	8	3	3
N#CCSc1nnc2c(Cl)cc(Cl)cn12	-6	-6	-6
O=C(NC1CCCCC1)n1c(=O)oc2ccccc21	1	16	-4
COc1ccc(-c2cnc3nc[nH]c(=O)c3n2)cc1	29	10	2
O=C(NCCCN1CCN(c2ccccc2F)CC1)Nc1ccc(F)cc1	-5	6	6
CC(C)(C)OC(=O)N1CCC[C@H]1c1nnc(SCc2ccccc2Cl)o1	1	1	-10
Cc1nn(Cc2ccccc2)c(Cl)c1C(=O)OCc1nnc(-c2ccccc2)o1	-4	-6	5
O=C(NC1CCCC1)C(c1ccccc1)N(Cc1ccco1)C(=O)Cc1cccs1 (stereo unspecified)	-6	4	0
COc1cc(NS(=O)(=O)c2ccc(N/C=C(\C=O)c3nc4cc(Cl)ccc4o3)cc2)nc(OC)n1	-20	9	1
CCOC(=O)c1cnn(-c2nc(-c3cccc(F)c3)cs2)c1C(F)(F)F	-7	1	32
CCn1c(=O)c(-c2ccccc2)c(O)c2ccccc21	4	6	-3
COc1cc(NC(=O)c2cccs2)c(OC)cc1NC(=O)c1cccs1	-5	3	1
CCOc1ccc(N2C(=O)CC(SCCN)C2=O)cc1 (stereo unspecified)	10	0	-8
CCCc1nc2sc3c(c2c(=O)n1NC(=O)CCCl)CCCC3	-7	-12	0
COCC(=O)Nc1nnc(COc2ccc(Cl)cc2)s1	-8	25	-7
C=CCn1c(SCC(=O)Nc2ccc(N(C)C)cc2)nnc1-c1cccc(C)c1	-4	22	4
COCc1nc2ccccc2n1CCCOc1ccccc1	8	8	-7
CCn1c(SCC(=O)Nc2ccc(C(=O)OC)cc2)nc2cccnc21	-1	-2	-1
c1ccc(-n2c(-c3ccncc3)nnc2-c2ccco2)cc1	5	-11	-5
COc1ccc(/C(O)=C2/C(=O)C(=O)N(CCN3CCOCC3)C2c2cccnc2)cc1OC (stereo unspecified)	-1	0	-1
c1ccc(Oc2cccc(OCCCCSc3ncccn3)c2)cc1	-11	-3	-15
Cc1cccc(Oc2nc(-c3cccc([N+](=O)[O-])c3)nc3ccccc23)c1C	-4	3	-4
CCC(=O)N1CCc2cc(S(=O)(=O)NC(C(=O)NC(C)c3ccccc3)C(C)C)ccc21 (stereo unspecified)	10	3	-4
Cc1c(Cl)c([N+](=O)[O-])nn1CC(=O)NC1CCCCC1	8	-7	-6
O=C(c1cccc(S(=O)(=O)N2CCOCC2)c1)N(CCO)Cc1ccccc1	-12	-1	19
CC1=C(C(=O)NCc2ccccc2)C(c2ccccc2OCC(N)=O)NC(=O)N1 (stereo unspecified)	10	-4	3
Cc1oc2cc(O)ccc2c(=O)c1Oc1ccc2ccccc2c1	1	-4	-6
Cc1ccc(S(=O)(=O)Nc2nc(C)c(NC(=O)Nc3ccc(Cl)cc3Cl)s2)cc1	7	3	-6
CCCCCc1c(C)nc(NCc2ccccc2)[nH]c1=O	10	2	-3
Cc1ccc(NC(=O)CSc2nnc(-c3cnccn3)n2Cc2ccco2)cc1C	-2	10	-5
CC(=NCC1CCCO1)c1c(O)[nH]c(=O)[nH]c1=O (stereo unspecified)	-6	-7	-6
Cc1cc(NC(c2ccc(Cl)cc2)c2ccc3cccnc3c2O)no1 (stereo unspecified)	0	-50	55*
CCCCOC(=O)C1=C(C)Nc2ncnn2C1c1cccc(OC)c1 (stereo unspecified)	5	-2	-5
CCOc1cc(CNc2ncc(-c3ccc(OC)cc3)n2C)ccc1O	-6	0	2
O=C1CC(c2ccco2)CC(O)=C1C=Nc1cc(Cl)ccc1O (stereo unspecified)	4	11	-5
O=C(CSc1nnc(-c2c[nH]c3ccccc23)o1)N(Cc1ccccc1)c1ccc(F)cc1	-5	9	-1
COC(=O)C1=C(C)N(C)C(C)=C(C(=O)OC)C1c1ccc(C(=O)OC)cc1	7	-16	-14
COc1ccc(CNC(=O)C(c2ccco2)N(Cc2ccccc2)C(=O)Cc2cccs2)cc1 (stereo unspecified)	3	19	1
CCOCCCNS(=O)(=O)c1ccc(NC(=O)N2c3ccccc3Sc3ccccc32)cc1	9	6	2
c1csc(C(c2nnnn2C2CCCCC2)N2CCN(c3nc4ccccc4s3)CC2)c1 (stereo unspecified)	3	-1	0
CCN(CC)S(=O)(=O)c1cccc(NC(=O)C(=O)c2c(-c3ccccc3)cc3ccccn23)c1	12	-21	-2
O=C1NC(NS(=O)(=O)c2ccccc2)(C(F)(F)F)C(=O)N1Cc1cccnc1 (stereo unspecified)	-3	-3	-7
NC(=O)[C@H](Cc1cc2ccccc2s1)NC(=O)[C@@H]1CC2(CC(c3cccc(NC(=O)[C@@H]4CCC(=O)N4)c3)=NO2)CN1C(=O)/C=C/c1c(F)cccc1Cl (stereo partly specified)	-6	25	-8
COc1cc(/C=C/C(=O)O)cc(S(=O)(=O)NCCCO)c1OC	14	6	2
CCOC(=O)c1ccc(NC(=O)CS(=O)(=O)c2cn(CC)c3ccccc23)cc1	-10	-1	-1

Later entries.
SMILES	RAD54 branch	esBAF inh	ARNT-TACC3 inh
CCCCNS(=O)(=O)c1ccc2nc(SCC(=O)c3ccc(C#N)cc3)[nH]c2c1	-1	-2	1
Cn1nc(-c2ccc(C(=O)Nc3cccc(Cl)c3)cc2)c2ccccc2c1=O	3	-3	-2
O=C(c1cc2c(ccc3ccccc32)oc1=O)N1CCCC1	-1	-8	1
O=C(NCc1ccc2c(c1)OCO2)c1cccc(F)c1	-3	10	0
COc1ccc(-c2csc(N(CCc3ccc(OC)c(OC)c3)C(=O)COc3ccccc3)n2)cc1	1	-5	-8
COc1cc2c(cc1OC)C1(Nc3c-2c(Cc2ccccc2)nn3-c2ccccc2)C(=O)Nc2ccccc21 (stereo unspecified)	-2	-9	-6
COC(=O)C(C(=O)OC)=C(/C=C/N(C)C)N(C)C	-2	-1	-3
CCCCc1nnc(NC(=O)CS(=O)(=O)Cc2ccccc2)s1	-1	3	6
O=C(O)CCc1nc(-c2ccccc2)no1	-5	-3	-4
O=C1CSC(c2cn(-c3ccccc3)nc2-c2cc3ccccc3oc2=O)N1Cc1ccco1 (stereo unspecified)	2	5	0
CCCCOc1ccccc1NC(=O)CSc1nnnn1C(C)(C)C	1	1	-2
CCOC(=O)c1cnn(-c2cc(C)nc3c(-c4ccccc4)c(C)nn23)c1N	-1	-3	10
COC(=O)COc1ccc2c(=O)c(Oc3ccccc3)c(C)oc2c1	-10	-9	-2
CCOc1nc(NC(C)C)nc(NC(C)C)n1	-2	-5	-8
O=C(Nc1cc(Cl)ccc1N1CCCCC1)c1cccs1	5	4	16

16 structures from above, sorted by length of the SMILES, ascending.
SMILES	RAD54 branch	esBAF inh	ARNT-TACC3 inh
O=C(O)CCc1nc(-c2ccccc2)no1	-5	-3	-4
CCOc1nc(NC(C)C)nc(NC(C)C)n1	-2	-5	-8
O=C(Nc1cc(Cl)ccc1N1CCCCC1)c1cccs1	5	4	16
O=C(c1cc2c(ccc3ccccc32)oc1=O)N1CCCC1	-1	-8	1
CCCCc1nnc(NC(=O)CS(=O)(=O)Cc2ccccc2)s1	-1	3	6
COC(=O)COc1ccc2c(=O)c(Oc3ccccc3)c(C)oc2c1	-10	-9	-2
Cn1nc(-c2ccc(C(=O)Nc3cccc(Cl)c3)cc2)c2ccccc2c1=O	3	-3	-2
CCOC(=O)c1cnn(-c2cc(C)nc3c(-c4ccccc4)c(C)nn23)c1N	-1	-3	10
c1csc(C(c2nnnn2C2CCCCC2)N2CCN(c3nc4ccccc4s3)CC2)c1 (stereo unspecified)	3	-1	0
CCOC(=O)c1ccc(NC(=O)CS(=O)(=O)c2cn(CC)c3ccccc23)cc1	-10	-1	-1
O=C1NC(NS(=O)(=O)c2ccccc2)(C(F)(F)F)C(=O)N1Cc1cccnc1 (stereo unspecified)	-3	-3	-7
O=C1CSC(c2cn(-c3ccccc3)nc2-c2cc3ccccc3oc2=O)N1Cc1ccco1 (stereo unspecified)	2	5	0
COc1ccc(-c2csc(N(CCc3ccc(OC)c(OC)c3)C(=O)COc3ccccc3)n2)cc1	1	-5	-8
CCN(CC)S(=O)(=O)c1cccc(NC(=O)C(=O)c2c(-c3ccccc3)cc3ccccn23)c1	12	-21	-2
COc1cc2c(cc1OC)C1(Nc3c-2c(Cc2ccccc2)nn3-c2ccccc2)C(=O)Nc2ccccc21 (stereo unspecified)	-2	-9	-6
NC(=O)[C@H](Cc1cc2ccccc2s1)NC(=O)[C@@H]1CC2(CC(c3cccc(NC(=O)[C@@H]4CCC(=O)N4)c3)=NO2)CN1C(=O)/C=C/c1c(F)cccc1Cl (stereo partly specified)	-6	25	-8

The listing continues:
SMILES	RAD54 branch	esBAF inh	ARNT-TACC3 inh
O=C(CSc1ccccc1C(=O)O)NC1CCCCCCC1	4	8	-4
COc1ccccc1NC(=O)Nc1c(C)n(C)n(-c2ccccc2)c1=O	5	-7	-13
COc1ccccc1CC(=O)Nc1ccc(O)cc1C(=O)O	-12	-8	-1
O=C(Nc1nccs1)C1CCN(S(=O)(=O)c2cnc[nH]2)CC1	6	-6	4
NS(=O)(=O)c1ccc(CCNC(=O)[C@@H]2CCCN2S(=O)(=O)c2ccccc2F)cc1	-8	2	-10
CCOC(=O)c1c(-c2ccccc2)csc1NC(=O)c1cccc(N2C(=O)CCC2=O)c1	6	3	-2
CCC(C)NS(=O)(=O)c1ccc(S(=O)(=O)N(CC(=O)Nc2ccccc2)CC2CCCO2)cc1 (stereo unspecified)	-6	-1	2
COc1ccc(C2=NOC3(CC(=O)N(c4ccc(C)cc4)C3=O)C2)c(OC)c1 (stereo unspecified)	8	-2	-5
CC1C2C(c3ccccc3)N(C)C(=O)N(C)C2N(C)C(=O)N1C (stereo unspecified)	-6	-5	-4
Cc1cc(NC(=O)CCC(=O)N(CC(=O)NCC2CCCO2)c2ccccc2C)no1 (stereo unspecified)	-4	-4	-2
CCOC(=O)c1[nH]c(C)c(CCC(=O)O)c1C	-7&3	-3&-6	-6&-5
CCN(CC)c1ccc(NC(=O)c2cccc(F)c2)c(C)c1	1	12	3
O=C(O)CCC(=O)Nc1cccc(C(=O)Nc2cccc(Cl)c2)c1	-5	-4	-5
CC(=O)c1cnc2c(-c3ccc(Cl)cc3)c(C)nn2c1C	-5	-1	2
O=C(CSCc1cccs1)N1CCCC1	-5	33	26

Quoted from above (2 entries):
SMILES	RAD54 branch	esBAF inh	ARNT-TACC3 inh
COc1ccc(C2=NOC3(CC(=O)N(c4ccc(C)cc4)C3=O)C2)c(OC)c1 (stereo unspecified)	8	-2	-5
CC1C2C(c3ccccc3)N(C)C(=O)N(C)C2N(C)C(=O)N1C (stereo unspecified)	-6	-5	-4

(more compounds)
SMILES	RAD54 branch	esBAF inh	ARNT-TACC3 inh
Oc1ccc(-n2nnnc2SCc2ccccc2Br)cc1	-4	2	-1
Cn1cnc([N+](=O)[O-])c1Nc1ccc(O)cc1	5	-3	7
O=C(CN1CCCC1)N/N=C/c1ccc(-c2cccc(Cl)c2)o1	9	6	10
CS(=O)(=O)Nc1ccc(C(=O)Nc2ccc3c(c2)OCCO3)cc1	6	33	3
c1ccc(-c2ccc(-c3nc(-c4ccncc4)no3)cc2)cc1	-7	-9	-1
Cn1c(NN)nc2sc3c(c2c1=O)CCC3	7	-4	29
C[C@H](NC(=O)Nc1ccc2c(c1)OCCO2)C(=O)O	-9	1	22
Cc1ccc2c(CC(=O)OCc3nc(N)nc(Nc4ccccc4C)n3)coc2c1	9	0	14
CCCc1cc(=O)oc2cc(C)cc(OC(C)C(=O)N[C@@H](Cc3c[nH]c4ccccc34)C(=O)O)c12 (stereo partly specified)	-7	0	-3
Nn1c(SCC(=O)N2CCOCC2)nnc1-c1ccc(Cl)cc1Cl	-2	4	-4
COc1nc(N)nc(CC(=O)C2CC2)n1	-12	-6	-5
CCOC(=O)CCc1c(C)c(C#N)c2nc3ccccc3n2c1-n1ccnc1C	-1	0	-2
CC(C)c1ccc(CC(C)C2C3=C(CCCC3=O)OC3=C2C(=O)CCC3)cc1 (stereo unspecified)	-6	-14	1
